Source: PubChem (NMMLSC)
Bcl-2 Bim block: inhibitors of Bim-Bcl-2 interaction, human; hit rate 0.06% among 190,000; P10415; inhibition, % at 10 µM; Bead-based flow cytometry, Bim peptide-Bcl-2 binding; AID 950; in the data active means inhibition above about 40%; inconclusive means no clear call, values can overlap the other calls;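 further: 0% = no compound wells with probe peptide and 100% = reference peptide inhibitor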
Bcl-B Bim block: disrupts Bim peptide binding to human Bcl-B. Q9HD36. bead-based flow cytometry. inhibition, % at 10 µM. hit rate 0.073% among 190,000. AID 951;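 further: 0% = tracer peptide without compound and 100% = reference inhibitor peptide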
Target sequence (Q9HD36 whole entry, looked up): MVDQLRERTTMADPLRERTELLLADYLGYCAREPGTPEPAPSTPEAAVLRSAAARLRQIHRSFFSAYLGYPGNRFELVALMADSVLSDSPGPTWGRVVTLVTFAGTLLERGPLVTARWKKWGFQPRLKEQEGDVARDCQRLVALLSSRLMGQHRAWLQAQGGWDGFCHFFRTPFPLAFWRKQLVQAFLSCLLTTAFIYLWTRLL
Bim-Bfl-1: inhibitors of Bim-Bfl-1 interaction, human; Q16548; AID 1008; inhibition, % at 10 µM; hit rate 0.12% among 190,000; Bead-based flow cytometry, Bim-Bfl-1 binding inhibition;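 further: 0% = wells without compound plus tracer and 100% = blocker peptide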
Bcl-XL Bim block: disrupts Bim peptide binding to human Bcl-XL. Q07817. bead flow cytometry, fluorescence. inhibition, % at 10 µM. hit rate 0.04% among 190,000. AID 1007
Target sequence (Q07817 whole entry, looked up): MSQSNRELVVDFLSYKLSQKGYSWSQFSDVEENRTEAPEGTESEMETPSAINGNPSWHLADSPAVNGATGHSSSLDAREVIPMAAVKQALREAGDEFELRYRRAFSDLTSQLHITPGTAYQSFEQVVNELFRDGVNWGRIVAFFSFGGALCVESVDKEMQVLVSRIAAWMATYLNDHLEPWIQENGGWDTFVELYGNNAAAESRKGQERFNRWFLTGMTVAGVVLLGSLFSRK
Bim-Bcl-W: disrupts Bim peptide binding to human Bcl-W | Q92843 | inhibition, % at 10 µM | hit rate 0.02% among 190,000 | bead-based flow cytometry | AID 952;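 further: 0% = bound tracer without compound and 100% = peptide blocker; higher means less fluorescent Bim peptide bound to Bcl-W beads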
Target sequence (Q92843 whole entry, looked up): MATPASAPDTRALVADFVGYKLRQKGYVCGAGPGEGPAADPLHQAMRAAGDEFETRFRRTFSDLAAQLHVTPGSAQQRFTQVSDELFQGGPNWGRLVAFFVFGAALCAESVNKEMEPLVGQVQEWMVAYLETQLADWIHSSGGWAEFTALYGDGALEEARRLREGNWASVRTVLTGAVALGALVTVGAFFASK
Rac1 mut GTP: human Rac1 activated mutant GTP binding change | percent activity (GTP binding), % at 10 µM | AID 764 | hit rate 0.11% among 190,000 | GST-Rac1 activated beads, fluorescent GTP binding, flow cytometry; actives lie on both sides; 100% means binding = to untreated wells;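 active means GTP binding at least 20 percentage points away from the 100% baseline, in either direction, so actives lie on both sides; inconclusive means Compound likely fluorescent itself, or too few beads counted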
Cdc42 wt GTP: changes GTP binding to wildtype human Cdc42; percent activity (GTP binding), % at 10 µM; hit rate 0.2% among 190,000; AID 761; GST-Cdc42 beads, Bodipy-GTP binding, flow cytometry; actives lie on both sides;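 active means percent activity GTP binding at least 20 points away from the 100% baseline, either down as inhibitor or up as activator; inconclusive means compound flagged as likely green fluorescent from well-wide comparison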;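 further: median bead fluorescence of bound Bodipy-FL-GTP at 100 nM; 0% = excess unlabeled GTP control and 100% = no compound control; below 100% means less GTP binding so inhibitor and above means activator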
Target sequence (P60953 whole entry, looked up): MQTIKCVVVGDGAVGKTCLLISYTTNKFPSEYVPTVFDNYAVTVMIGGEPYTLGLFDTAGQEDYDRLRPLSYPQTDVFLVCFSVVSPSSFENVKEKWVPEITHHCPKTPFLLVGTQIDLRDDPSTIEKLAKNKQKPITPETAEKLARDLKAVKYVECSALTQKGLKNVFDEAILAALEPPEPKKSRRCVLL
HRas wt GTP: modulators of GTP binding to human HRas wildtype; P01112; GST-Ras wt beads, Bodipy-FL-GTP binding, flow cytometry; actives lie on both sides; GTP binding activity, % at 10 µM; hit rate 0.14% among 190,000;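 active means GTP binding activity at least 20% away from the 100% baseline, either lowered as inhibitor or raised as activator; inconclusive means flagged as likely green fluorescent, judged across all proteins in the well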;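 further: 0% = unlabeled GTP competition control and 100% = no-compound control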
Target sequence (P01112 whole entry, looked up): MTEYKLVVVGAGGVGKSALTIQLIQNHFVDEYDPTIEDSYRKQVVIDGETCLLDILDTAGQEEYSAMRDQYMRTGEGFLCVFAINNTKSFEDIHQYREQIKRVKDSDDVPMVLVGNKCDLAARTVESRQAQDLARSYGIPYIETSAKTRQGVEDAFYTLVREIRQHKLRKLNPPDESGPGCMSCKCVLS
Rab2 wt GTP: changes GTP binding to wildtype dog Rab2A, up or down; GST-Rab2 wt beads, Bodipy-GTP binding, flow cytometry; GTP binding activity, % at 10 µM; hit rate 0.19% among 190,000; AID 760;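 active means GTP binding activity at least 20 points away from 100%, either lowered or raised; inconclusive means signal likely due to the compound's own green fluorescence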;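 further: 0% = beads with excess unlabeled GTP and 100% = no-compound control corrected for plate trend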
Rab7 wt modul: dog Rab7 wildtype GTP binding, inhibitors and activators. hit rate 0.055% among 190,000. GTP binding activity (percent of control), % at 10 µM. GST-Rab7 beads, fluorescent GTP binding, flow cytometry; actives lie on both sides; untreated = 100%, excess cold GTP = 0%. AID 758;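 active means fluorescent GTP binding to Rab7 beads changed by at least 20 points from the 100% baseline, either direction, mostly lower; inconclusive means compound itself probably fluorescent, or too few beads counted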;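 further: median green fluorescence of bound Bodipy-FL-GTP per Rab7 bead population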
Rac1 wt modul: modulators of human Rac1 wildtype GTP binding. GTP binding activity (% of control), % at 10 µM. GST-Rac1 beads, fluorescent GTP binding, flow cytometry; actives lie on both sides; 0 = cold GTP competed, 100 = untreated. hit rate 0.27% among 190,000;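 active means GTP binding activity at least 20 points away from the 100% control level, either lower or higher; inconclusive means compound flagged as likely green fluorescent, judged across all proteins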
Numbers without * were called inactive; ? = inconclusive; nt = no result given. Unless noted, no stated cut-off is given here; in the data, active means inhibition above about 40%.

SMILES | Bcl-2 Bim block | Bcl-B Bim block | Bim-Bfl-1 | Bcl-XL Bim block | Bim-Bcl-W | Rac1 mut GTP | Cdc42 wt GTP | HRas wt GTP | Rab2 wt GTP | Rab7 wt modul | Rac1 wt modul
Cc1cc(C)cc(OCc2nnc(SCC(=O)Nc3ccccc3)o2)c1 | -14 | -9 | -20 | -5 | 0 | 97 | 99 | 99 | 98 | 95 | 100
CC1(C)CC(=O)C=C(Nc2cc(-c3ccccc3)[nH]n2)C1 | 0 | -1 | 0 | 0 | -3 | 95 | 95 | 95 | 97 | 96 | 97
Cc1ccccc1C(=O)NC1CCN(Cc2nnnn2Cc2ccc(F)cc2)CC1 | -6 | -6 | -13 | -20 | 0 | 98 | 100 | 98 | 97 | 96 | 99
Cc1nc(-c2cccc(S(=O)(=O)N3CCCC(C)C3)c2)cs1 (stereo not given) | 4 | 6 | 7 | 5 | 7 | 101 | 100 | 100 | 102 | 96 | 96
CCOC(=O)c1ccc(NC(=O)CN(Cc2ccc(Cl)cc2)S(C)(=O)=O)cc1 | -9 | -8 | -8 | -1 | 1 | 101 | 105 | 102 | 102 | 99 | 108
N/C(=N\c1nc2c(c(=O)[nH]1)CCCC2)Nc1ccccc1 | -5 | 0 | -4 | -1 | -3 | 96 | 99 | 100 | 99 | 94 | 95
Cc1[nH]c2ccccc2c1C(=O)/C=C/c1ccccc1Cl | -14 | -13 | -14 | -9 | -8 | 102 | 104 | 102 | 101 | 102 | 104
O=C(CC1Sc2ccccc2NC1=O)Nc1cccc(C(=O)O)c1 (stereo not given) | -6 | -6 | -9 | -4 | 0 | 99 | 101 | 102 | 100 | 101 | 102
COc1cccc(-c2onc3ccc(C4(C)OCCO4)cc23)c1 | -5 | -2 | -1 | 0 | -1 | 93 | 100 | 94 | 96 | 96 | 97
Cc1ccc(NC(=O)Cn2nc(C)c(S(=O)(=O)N(C)C)c2C)cc1 | -1 | -1 | 1 | -1 | -3 | 91 | 91 | 91 | 95 | 99 | 86
Cc1nccn1CCC(=O)O | -7 | -4 | -16 | -2 | -2 | 97 | 99 | 97 | 97 | 101 | 102
Cc1ccc2nc3c(cc2c1)c(NS(=O)(=O)c1ccccc1)nn3CC(C)C | -12 | -12 | -11 | -14 | -1 | 94 | 97 | 94 | 94 | 96 | 94
Cc1cc(C)nc(N/N=C/c2ccccc2OCc2ccc(Br)cc2)n1 | -13 | -12 | -7 | -8 | -5 | 98 | 95 | 100 | 99 | 99 | 103
Cc1cc(NC(=O)CSc2nc(-c3ccccc3)c(C#N)c(=O)[nH]2)no1 | 0 | 0 | -2 | 1 | 0 | 76* | 75* | 75* | 78* | 77* | 77*
O=C1CS/C(=C/C(=O)c2ccccc2)N1 | -10 | -9 | -17 | 0 | 0 | 101 | 105 | 104 | 103 | 104 | 106
C=CCN(CC=C)CCOc1ccc2ccccc2c1 | 0 | 1 | -4 | -3 | 0 | 96 | 97 | 93 | 96 | 96 | 93
Cc1[nH]c(C)c2c(=O)n(-c3ccccc3)ncc12 | -4 | -5 | -8 | -2 | -1 | 100 | 103 | 103 | 102 | 103 | 108
C=CCOC(=O)C1=C(C)Nc2[nH]c(=O)[nH]c(=O)c2C1c1ccccc1 (stereo not given) | -6 | -9 | -12 | -2 | -2 | 93 | 88 | 96 | 93 | 102 | 95
CCOC(=O)C(C)(C)Sc1nc2c(cnn2-c2ccc(C)cc2)c(=O)[nH]1 | -1 | -2 | 2 | -2 | -1 | 98 | 101 | 100 | 99 | 97 | 99
CCOC(=O)c1c(N)n[nH]c1-c1ccccc1 | -11 | -6 | -9 | -2 | -1 | 99 | 102 | 103 | 103 | 100 | 108
COc1ccc(CC(=O)OCC(=O)Nc2ccc3c(c2)OCCO3)cc1OC | -2 | -8 | -4 | -12 | -9 | 103 | 103 | 99 | 98 | 100 | 107
Cn1c(-c2ccc(Cl)cc2)cnc1NCc1cc2c(cc1[N+](=O)[O-])OCO2 | -1 | -9 | 1 | -8 | -2 | 101 | 105 | 104 | 101 | 101 | 104
CCS(=O)(=O)Nc1ccc(NC(C)=O)cc1 | -3 | -9 | -9 | -2 | 0 | 94 | 92 | 94 | 94 | 97 | 97
Cc1nc(C(=O)Nc2ccccc2Cl)cc2c1[nH]c1ccccc12 | -4 | -6 | -10 | -5 | -1 | 100 | 98 | 98 | 99 | 102 | 103
CCN(CC)C(=O)CSc1nc2ccccc2c(=O)n1-c1cccc(OC)c1 | -8 | -10 | -11 | -4 | 0 | ? | ? | ? | ? | ? | ?
O=C(NCc1ccco1)c1cc2n(n1)C(C(F)(F)F)CC(c1ccc(Cl)c(Cl)c1)N2 (stereo not given) | -5 | 0 | -2 | -1 | -2 | 102 | 104 | 102 | 101 | 100 | 103
CCCCOC(=O)c1ccc(Nc2ccc([N+](=O)[O-])cn2)cc1 | -5 | -8 | -10 | -5 | -4 | 98 | 101 | 99 | 99 | 99 | 102
COc1ccc(C(=O)NC(=S)Nc2ccc(Cl)cn2)cc1OC | -3 | 0 | -6 | -1 | -2 | 95 | 95 | 99 | 99 | 103 | 99
CCN(CC)S(=O)(=O)c1c(Br)cc(C)cc1Br | -7 | -8 | -9 | -4 | 0 | 99 | 100 | 102 | 104 | 103 | 108
CCOC(=O)N1CCC(NC(=O)C2CCN(c3ccc(N4CCOCC4)nn3)CC2)CC1 | 1 | 0 | -1 | 2 | 2 | 100 | 106 | 104 | 102 | 104 | 102
CC(C)(C)C1CCC(C(=O)Nc2cccnc2)CC1 (stereo not given) | 3 | -1 | -4 | -2 | 0 | 91 | 95 | 95 | 96 | 94 | 93
CC1=C(C(=O)OC2CCCC2)C(c2coc3ccc(C)cc3c2=O)C2=C(CCCC2=O)N1 (stereo not given) | -6 | -8 | -10 | -4 | -3 | 95 | 98 | 98 | 98 | 102 | 99
O=C(O)CCc1ccc(-c2ccc(F)cc2)n1Cc1ccco1 | 1 | 2 | 1 | -2 | 0 | 98 | 101 | 100 | 99 | 99 | 98
COc1ccc(OCC(=O)Nc2ccccc2OC(F)F)cc1 | -3 | -4 | -10 | -4 | 6 | 97 | 100 | 102 | 100 | 98 | 99
CCCOC(=O)c1ccc(-n2nnnc2SCC(=O)N2CCCCC2)cc1 | -8 | -6 | -15 | -8 | 0 | 102 | 103 | 101 | 101 | 100 | 106
CC1(C)CC(=O)C=C(NCc2cccs2)C1 | -5 | -1 | -9 | -1 | 11 | 101 | 107 | 105 | 103 | 103 | 109
COCCn1c(SCC(=O)c2[nH]c(C)c(C(C)=O)c2C)nc2ccccc21 | -8 | -9 | -11 | -3 | 0 | 99 | 102 | 103 | 100 | 107 | 108
Cc1cccc2nc(CSC(=N)N)c(Br)n12 | -5 | -6 | -9 | -6 | -2 | 101 | 103 | 103 | 103 | 102 | 105
CCNCCNC(=O)c1c(O)c2cccc3c2n(c1=O)CCC3 | -1 | 0 | -2 | 0 | 0 | 96 | 98 | 98 | 95 | 91 | 94
CC(C)CCn1c(N2CCC(C(N)=O)CC2)nc2c1c(=O)[nH]c(=O)n2C | -5 | -6 | -12 | -5 | 1 | 99 | 103 | 102 | 100 | 101 | 106
Cc1cc(C)nc(N2CCCC(C(=O)Nc3ccc4c(c3)OCO4)C2)n1 (stereo not given) | -7 | -6 | -15 | 0 | 2 | 96 | 100 | 100 | 99 | 100 | 104
O=C(Cn1nc(-c2ccccc2)c2ccccc2c1=O)Nc1ccccn1 | 19 | 13 | 26 | 18 | 7 | nt | nt | nt | nt | nt | nt
Cc1cc(C(=O)OCC(=O)N2CCN(C(=O)c3ccco3)CC2)c(C)n1-c1ccc(F)cc1 | -6 | -8 | -14 | -7 | -1 | 94 | 97 | 94 | 95 | 95 | 96
NC(=O)CSC1=N/C(=C\c2ccco2)C(=O)N1c1ccc(OC(F)F)cc1 | -1 | -4 | -6 | -2 | -3 | 96 | 102 | 98 | 101 | 103 | 98
COc1ccc(Cl)cc1-c1nc(SCC(=O)NC(C)C(C)C)n[nH]1 (stereo not given) | -5 | -7 | -5 | -8 | 0 | 96 | 100 | 100 | 99 | 105 | 101
O=C(CSc1nnnn1-c1cccc2ccccc12)N1CCOCC1 | 1 | -3 | -1 | -1 | -1 | 97 | 98 | 99 | 98 | 98 | 97
COCCNC(=S)NNC(=O)c1cccs1 | -1 | -6 | -2 | -1 | 0 | 96 | 98 | 95 | 95 | 96 | 98
Cc1ccc2c(c1)cc(CN(Cc1ccco1)C(=O)N1CCOCC1)c1nnnn12 | 5 | 0 | -1 | 3 | 3 | 96 | 99 | 98 | 98 | 100 | 98
CCn1cc(C(=O)N2CCN(Cc3ccc4c(c3)OCO4)CC2)c(=O)c2ccc(C)nc21 | -7 | -8 | -12 | -2 | 0 | 100 | 100 | 100 | 100 | 98 | 104
COc1cc(CC(=O)N(c2ccccc2)c2nc(C)cs2)cc(OC)c1OC | 0 | -1 | 2 | 0 | 1 | 94 | 96 | 95 | 95 | 94 | 96
O=C(CC12CCC(CC1)C2)NCc1ccc2c(c1)OCO2 | 4 | -1 | 2 | 1 | 0 | 98 | 100 | 100 | 96 | 98 | 104
OCCC1CN(Cc2cnn(-c3ccc(F)cc3)c2)CCN1Cc1ccsc1 (stereo not given) | -4 | -4 | -7 | -4 | -4 | 97 | 93 | 95 | 96 | 95 | 98
COC(=O)C1=C(C)NC2=C(C1c1ccc(O)cc1)S(=O)(=O)c1ccccc12 (stereo not given) | 0 | -3 | -1 | -1 | 1 | 101 | 105 | 103 | 103 | 100 | 102
Cc1cc(Nc2ccc(F)cc2)n2nc(C)nc2n1 | -7 | -4 | -9 | -2 | 3 | ? | ? | ? | ? | ? | ?
CN(C)c1ccc(NC(=O)Nc2cccc(Cl)c2)cc1 | 0 | -6 | 1 | -5 | 0 | 96 | 97 | 100 | 99 | 105 | 100
CCOC(=O)c1cnn2cc(-c3[nH]ncc3[N+](=O)[O-])cnc12 | 0 | 4 | -2 | 3 | 3 | 97 | 98 | 94 | 92 | 97 | 91
CC1(c2ccccc2)NC(=O)N(Cc2ccc([N+](=O)[O-])cc2)C1=O (stereo not given) | -3 | -8 | -5 | -4 | -5 | 100 | 100 | 101 | 100 | 99 | 104
O=C(Cc1coc2cc3c(cc12)CCC3)NCC1(N2CCCCC2)CCCCC1 | 7 | -2 | 1 | -4 | -6 | 100 | 101 | 102 | 100 | 102 | 103
COc1ccc(C(=O)N[C@H](C(=O)NCC2CCCCC2)C(C)C)cc1 | -1 | -3 | -5 | -2 | 0 | 101 | 104 | 106 | 107 | 103 | 103
